Screening data deposited in PubChem BioAssay by several laboratories.
SRC3 inh: SRC3 coactivator transcriptional activity inhibitors, primary screen, cell-based, luminescence; Nuclear receptor coactivator 3 (Homo sapiens), Q9Y6Q9; HEK293 GAL4-SRC3 luciferase reporter; inhibition, % at 3.6 µM; 0.17% of 360,000 active; AID 588352, 2011;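 active means inhibition above a per-campaign cutoff, the mean of all compounds plus 3 SD, cut at about 60% in these data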;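 further: 0% = DMSO-treated cells and 100% = gossypol-treated cells at 36 µM; higher means less SRC3-driven luciferase light from the GAL4 reporter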
Target sequence (Q9Y6Q9 whole entry, looked up, the tested form may be a part): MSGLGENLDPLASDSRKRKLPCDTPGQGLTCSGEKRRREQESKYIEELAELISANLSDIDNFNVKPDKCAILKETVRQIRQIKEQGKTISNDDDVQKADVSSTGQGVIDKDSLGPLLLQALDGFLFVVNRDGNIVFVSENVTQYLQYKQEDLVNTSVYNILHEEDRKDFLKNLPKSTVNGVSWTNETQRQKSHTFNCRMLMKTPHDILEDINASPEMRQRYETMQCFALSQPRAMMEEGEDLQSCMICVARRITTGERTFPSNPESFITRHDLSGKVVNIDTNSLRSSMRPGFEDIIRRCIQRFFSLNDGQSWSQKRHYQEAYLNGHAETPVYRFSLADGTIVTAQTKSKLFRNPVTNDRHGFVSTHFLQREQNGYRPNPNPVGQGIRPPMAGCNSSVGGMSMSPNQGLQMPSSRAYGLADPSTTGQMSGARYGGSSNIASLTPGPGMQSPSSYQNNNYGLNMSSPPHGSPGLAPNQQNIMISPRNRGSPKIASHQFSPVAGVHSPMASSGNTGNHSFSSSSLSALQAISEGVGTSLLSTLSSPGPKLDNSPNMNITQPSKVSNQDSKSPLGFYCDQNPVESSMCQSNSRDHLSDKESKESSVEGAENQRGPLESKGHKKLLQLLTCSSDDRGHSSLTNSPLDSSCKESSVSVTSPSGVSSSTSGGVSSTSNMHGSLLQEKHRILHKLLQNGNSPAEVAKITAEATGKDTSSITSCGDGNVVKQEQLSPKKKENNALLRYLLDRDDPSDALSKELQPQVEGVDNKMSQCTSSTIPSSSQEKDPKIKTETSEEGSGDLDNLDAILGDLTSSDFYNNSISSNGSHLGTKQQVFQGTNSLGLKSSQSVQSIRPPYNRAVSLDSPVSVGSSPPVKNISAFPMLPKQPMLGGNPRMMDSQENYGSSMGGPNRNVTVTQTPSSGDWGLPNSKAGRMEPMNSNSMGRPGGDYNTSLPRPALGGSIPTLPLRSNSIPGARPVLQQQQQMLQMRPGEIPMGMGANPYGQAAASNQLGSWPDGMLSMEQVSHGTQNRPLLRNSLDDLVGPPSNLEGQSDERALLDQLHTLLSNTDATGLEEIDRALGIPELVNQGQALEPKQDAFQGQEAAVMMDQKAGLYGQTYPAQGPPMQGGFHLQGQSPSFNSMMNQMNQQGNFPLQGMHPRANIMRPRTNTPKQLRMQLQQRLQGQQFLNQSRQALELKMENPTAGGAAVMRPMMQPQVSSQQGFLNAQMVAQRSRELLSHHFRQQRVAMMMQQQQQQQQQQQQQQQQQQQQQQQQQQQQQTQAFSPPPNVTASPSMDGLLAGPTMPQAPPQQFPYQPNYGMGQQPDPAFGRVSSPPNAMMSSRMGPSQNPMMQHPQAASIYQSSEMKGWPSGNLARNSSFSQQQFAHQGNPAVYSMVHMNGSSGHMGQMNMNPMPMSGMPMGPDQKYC
C8 TRAIL sens: viability loss with TRAIL in NB7+C8 cells, primary screen, TRAIL sensitizer project, cell-based, ATPlite luminescence. AID 624354, 2012. 1% of 360,000 active. inhibition (viability loss, TRAIL sensitization), % at 10 µM;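 active means compounds causing at least 50% loss of cell viability in the single-dose screen, relative to plate controls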
SRC1 inh: SRC1 coactivator transcriptional activity inhibitors, primary screen, cell-based, luminescence; Nuclear receptor coactivator 1 (Homo sapiens), Q15788; HEK293 GAL4-SRC1 luciferase reporter; inhibition, % at 3.6 µM; 0.12% of 360,000 active;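 active means inhibition above the campaign mean plus 3 SD, with each screening campaign given its own cutoff, cut at about 60% in these data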;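 further: 0% = DMSO treated cells and 100% = gossypol at 36 µM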
TWEAK-Fn14 inh: inhibitors of TWEAK-Fn14 signaling, primary screen, luciferase reporter cells, uHTS. TWEAK-stimulated Fn14 reporter cells, luciferase luminescence, 8 h. 2% of 360,000 active. inhibition, % at 10 µM. AID 1159606, 2016; in the data active means inhibition above about 50%
NR2F2 inh: NR2F2 transcriptional activity inhibitors, primary screen, cell-based, luciferase reporter, HEK293T, luminescence; HEK293T NGFI-A luciferase reporter; inhibition, % at 8.6 µM; 0.7% of 370,000 active; AID 686940, 2013;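 active means inhibition above a per-plate cutoff, mean inhibition of test wells between control levels plus 3 SD, cut at about 38% in these data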;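 further: cells cotransfected with COUP-TFII expression vector driving the NGFI-A reporter; 0% = median of COUP-TF2 test wells and 100% = reporter-only cells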
EBV LMP1 NFkB: EBV LMP1-driven NF-kappaB luciferase reporter inhibitors, primary screen, cell-based, luminescence, single point; LMP1-induced NF-kappaB luciferase reporter cells; 0.69% of 350,000 active; inhibition, % at 12.5 µM; in the data active means inhibition above about 41%;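 further: 0% = neutral control wells and 100% = reference inhibitor control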
KKLEB tox: cytotoxicity in KKLEB CF airway cells, primary screen, cytotoxicity control for CF NF-kB inhibitor project, cell-based, uHTS, fluorescence assay plates | KKLEB CF airway cells viability, ATPlite luminescence, overnight; active compounds read low; cells stimulated with P. aeruginosa culture filtrate | activity change (cytotoxicity), % at 5 µM | 0.36% of 360,000 active | AID 602141, 2011;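 active means corrected activity change at or below -50% at 5 µM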
CF NFkB inh: inhibitors of PAF-induced NF-kB signaling, primary screen, cell-based, GFP fluorescence, uHTS; 0.86% of 360,000 active; inhibition, % at 5 µM; KKLEB NF-kB-GFP reporter, GFP fluorescence overnight;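 active means at least 50% inhibition at 5 µM, scaled per plate between neutral and stimulator controls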;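 further: PAF is a Pseudomonas aeruginosa culture filtrate used as stimulus; plate controls were PAF-stimulated DMSO wells for no effect and unstimulated DMSO wells for full effect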
NR5A2 inv ag: LRH-1 (NR5A2) inverse agonists, primary screen, cell-based, luminescence, HEK293T, StAR-luciferase reporter; Nuclear receptor subfamily 5 group A member 2 (Homo sapiens), O00482; LRH-1 transfected, 24 h; inhibition, % at 3.6 µM; 0.13% of 360,000 active;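 active means inhibition above the mean inhibition of all tested compounds plus 3 SD, cut at about 73% in these data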;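 further: 0% = DMSO wells and 100% = reporter-only cells lacking LRH-1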
TROY NFkB inh: inhibitors of TROY-driven NF-kB signaling, primary screen, Q293 LMP1-TROYcd cells, NF-kB luciferase, uHTS | Q293 LMP1-TROYcd NF-kB luciferase reporter, 4 h | inhibition, % at 10 µM | 0.98% of 360,000 active;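 active means compounds whose plate-normalised and pattern-corrected inhibition of the luciferase reporter signal at the single screening dose is 50% or more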
SRC2 inh: inhibition of GAL4-SRC2 driven luciferase reporter, primary screen, SRC2 inhibitor project, cell-based, luminescence | HEK293 GAL4-SRC2 luciferase reporter | AID 651957, 2012 | 0.17% of 370,000 active | Nuclear receptor coactivator 2 (Homo sapiens), Q15596 | inhibition, % at 9 µM;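 active means inhibition above the mean inhibition of all tested compounds plus 3 SD, set per campaign, cut at about 52% in these data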;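 further: 0% = DMSO treated cells and 100% = cells given Gossypol at 36 µM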
Active calls of the source: *; / = no result given.

The line under a structure holds: SRC3 inh	C8 TRAIL sens	SRC1 inh	TWEAK-Fn14 inh	NR2F2 inh	EBV LMP1 NFkB	KKLEB tox	CF NFkB inh	NR5A2 inv ag	TROY NFkB inh	SRC2 inh
CC(C)n1c(=O)c2ccccc2n1Cc1cn(-c2ccccc2)nn1
→ -17	-8	-1	6	10	/	-4	-22	-4	4	18
O=C(CCN1C(=O)c2ccccc2C1=O)NCCN1CCOCC1
→ -10	-1	-13	-2	11	-3	-3	9	17	0	-2
CC(=O)NC(Cc1ccccc1)C(=O)NC1CCN(C(=O)NCc2ccccc2)CC1 (stereo not drawn)
→ -7	5	13	-6	11	11	4	0	11	-20	-15
COC(=O)C1=C(C)NC(C)=C(C(=O)OC)C1c1ccc(OC(=O)c2oc3ccccc3c2C)c(OC)c1
→ -17	-7	6	9	11	0	-21	5	-15	10	9
CCOC(=O)/C(C#N)=N\Nc1ccc(S(=O)(=O)Nc2nc(C)cc(C)n2)cc1
→ -10	-2	9	4	-8	-1	6	10	12	4	-14
C=CCC(CC(O)COCCC)C(=O)NNC(=S)Nc1ccccc1 (stereo not drawn)
→ 3	4	-57	-19	-38	-7	2	0	-59	-13	-30
COc1ccc(S(=O)(=O)N2CC(C(=O)O)Oc3ccc(Cl)cc32)cc1 (stereo not drawn)
→ 5	-1	8	-29	9	-5	0	-8	-1	14	3
O=C(NCC1OCCCN1S(=O)(=O)c1cc(F)ccc1F)C(=O)NC1CCCCCC1 (stereo not drawn)
→ 0	-8	-8	-2	17	1	-2	5	10	-4	-7
Nc1cccc(C(=O)OCC(=O)c2ccccc2)c1
→ -85	-2	-63	-61	-30	-30	-4	-2	-64	-45	-43
CCn1c(SCC(=O)NC2CCCC2)nnc1-c1ccco1
→ -28	-2	-1	17	10	0	-14	3	17	-9	2
CC1CC(C)CN(CCCNC(=O)CN2C(=O)CSc3ccc(S(=O)(=O)N4CCOCC4)cc32)C1 (stereo not drawn)
→ 18	-5	-2	-16	4	-3	4	-16	-3	1	-12
O=S1(=O)CC(N2CCSCC2)CN1Cc1cn(Cc2ccccc2)nn1 (stereo not drawn)
→ /	-8	/	0	-5	/	/	/	-11	12	7
COc1ccc(S(=O)(=O)NCC(=O)N(CC(=O)NCc2ccco2)Cc2ccc(F)cc2)cc1
→ 13	-5	18	1	2	4	2	-12	2	2	-12
CCOC(=O)Cc1cc(=O)n2[nH]c(-c3ccccc3)c(-c3ccccc3)c2n1
→ 13	2	-11	-3	16	5	-6	-9	9	2	8
COc1ccc(NC(=O)CCNS(=O)(=O)c2ccc3c(c2)CCC(=O)N3)cc1
→ 9	-18	-9	-6	8	2	-9	10	4	-12	-13

3 of the entries above in order of the SRC2 inh value, smallest number first:
compound | SRC3 inh | SRC1 inh | TWEAK-Fn14 inh | NR2F2 inh | EBV LMP1 NFkB | CF NFkB inh | NR5A2 inv ag | SRC2 inh
CCOC(=O)/C(C#N)=N\Nc1ccc(S(=O)(=O)Nc2nc(C)cc(C)n2)cc1 | -10 | 9 | 4 | -8 | -1 | 10 | 12 | -14
O=C(NCC1OCCCN1S(=O)(=O)c1cc(F)ccc1F)C(=O)NC1CCCCCC1 (stereo not drawn) | 0 | -8 | -2 | 17 | 1 | 5 | 10 | -7
CCn1c(SCC(=O)NC2CCCC2)nnc1-c1ccco1 | -28 | -1 | 17 | 10 | 0 | 3 | 17 | 2

(listing goes on)
The line under a structure holds: SRC3 inh	C8 TRAIL sens	SRC1 inh	TWEAK-Fn14 inh	NR2F2 inh	EBV LMP1 NFkB	KKLEB tox	CF NFkB inh	NR5A2 inv ag	TROY NFkB inh	SRC2 inh
COCCN(C(=S)Nc1ccccc1OC)C1CCN(C(C)C)CC1
→ 20	20	8	8	1	6	-4	8	-13	-11	-8
CCOC(=O)C(C)NC(=O)CCc1nnc2ccc(N3CCCCC3)nn12 (stereo not drawn)
→ 5	-10	2	11	-12	-5	-4	-7	12	4	1
CCN(CCn1cccn1)C(=O)C1CCC(=O)N(CCc2cccc(F)c2)C1 (stereo not drawn)
→ -12	7	-10	16	-6	-1	11	-22	-3	3	7
Cc1ccc(NC(=O)c2sc3nc(CCl)[nH]c(=O)c3c2C)c(C)c1
→ -42	55*	-44	-21	-14	-15	-8	5	-65	-42	-24
CCN(CC)C(=O)CSc1nnc(-c2ccc(S(=O)(=O)N3CCCC3)cc2)o1
→ 6	-14	-6	3	4	-7	5	6	-14	-2	4
CCn1nnnc1SCC(=O)N(C)C1CCS(=O)(=O)C1 (stereo not drawn)
→ 1	9	2	7	-13	-3	-12	-10	42	-8	30
COc1ccc(Nc2cc(C(=O)NCCCN3CCOCC3)c3ccccc3n2)cc1
→ 6	4	0	2	4	-1	-4	0	-4	-8	-21
O=C(NCCc1ccccn1)C1CCCN1S(=O)(=O)c1ccc(Cl)cc1 (stereo not drawn)
→ -1	8	-3	18	9	6	7	3	4	17	2
CCCCCCCCCC(=O)Nn1cnc2ccccc2c1=O
→ 3	-6	1	-3	-16	2	-3	18	4	23	-4
CCOc1ccc(N/C=C/C(=O)c2cc(OC)c(OC)c(OC)c2)cc1
→ 1	29	-2	-11	-29	-9	3	0	-28	-1	-7
CCc1nc(N2CCCCC2C)c2oc3ccccc3c2n1 (stereo not drawn)
→ 7	13	-17	-10	-13	4	-20	22	6	16	6
COc1ccc(CNS(=O)(=O)NCc2ccccc2)cc1OC
→ 7	-5	-22	14	2	0	2	-1	-10	4	-2
CCc1ccc(NC2=CC(=O)CC(c3ccco3)C2)cc1 (stereo not drawn)
→ -8	1	-8	-9	-2	-15	10	-10	14	17	-21
CCN1C(=O)c2cccc3c(S(=O)(=O)Nc4ccc(OC)cc4OC)ccc1c23
→ -5	4	6	7	-12	4	-12	-10	22	-17	1
Cc1ccc(C(=O)CCC(=O)NCc2ccc(Cl)cc2)cc1
→ -36	-8	2	-24	-14	2	18	-6	-8	-6	7

Further entries:
Abbreviations – A = SRC3 inh; B = C8 TRAIL sens; C = SRC1 inh; D = TWEAK-Fn14 inh; E = NR2F2 inh; F = EBV LMP1 NFkB; G = KKLEB tox; H = CF NFkB inh; I = NR5A2 inv ag; J = TROY NFkB inh; K = SRC2 inh
Cc1ccc(/C=N/NC(=O)NC23CC4CC(CC(C4)C2)C3)o1
  A = -19; B = -13; C = -38; D = 11; E = -15; F = -25; G = 0; H = 11; I = -24; J = -1; K = -45

CC(C)c1ccc(/C=C2\NC(=S)N(Cc3cccnc3)C2=O)cc1
  A = 1; B = 23; C = 17; D = 20; E = 10; F = 14; G = 2; H = -10; I = -6; J = 31; K = 11

O=C(COC(=O)CSc1ccc([N+](=O)[O-])cc1)NCc1ccco1
  A = 9; B = -8; C = 9; D = 0; E = 3; F = -1; G = -6; H = 19; I = 13; J = 14; K = 9

CCCC(=O)OC(C(=O)Nc1cc(C(F)(F)F)ccc1Cl)c1ccccc1 (stereo not drawn)
  A = 9; B = 0; C = 2; D = 10; E = -7; F = -14; G = 2; H = 13; I = 10; J = 9; K = -18

CCn1c(C)cc(/C=C2/SC(=S)N(CC(=O)O)C2=O)c1C
  A = 15; B = 28; C = 0; D = 24; E = 12; F = 16; G = -2; H = 12; I = 16; J = -16; K = -5

O=C(NCc1ccco1)C1CCCN1C(=O)Nc1ccc(Cl)cc1 (stereo not drawn)
  A = 4; B = 2; C = 14; D = 7; E = -4; F = 2; G = 7; H = -19; I = 3; J = 2; K = -22

CC(C)Nc1ncnc2c1ncn2[C@H]1CN(CCN2CCOCC2)C[C@@H](CO)O1
  A = 4; B = -10; C = -7; D = -2; E = 16; F = /; G = -9; H = 15; I = 12; J = 3; K = -10

Cc1ccc(-c2c(C(=O)NCc3ccccc3)oc(=O)c3ccccc23)cc1
  A = -16; B = -1; C = -4; D = -1; E = -5; F = 3; G = 0; H = 19; I = 7; J = 11; K = 12

COC(=O)[C@]12CCCCC=C1N(CCC1=CCCCC1)C(=O)[C@H](CC(=O)NCC13CC4CC(CC(C4)C1)C3)C2
  A = /; B = 2; C = /; D = 11; E = 5; F = /; G = /; H = /; I = 16; J = -2; K = -13

COc1ccc(-c2cc(CNC(=O)CCl)on2)cc1
  A = 2; B = -3; C = 3; D = 76*; E = -14; F = -24; G = 5; H = -38; I = 56; J = /; K = 18

CC(OC(=O)c1ccncc1)C(=O)Nc1ccc([N+](=O)[O-])cc1Cl (stereo not drawn)
  A = 7; B = 5; C = 10; D = -3; E = -35; F = -1; G = -10; H = -4; I = 7; J = -9; K = 14

O=C(CC1SC(=Nc2ccccc2)N(CCc2ccccn2)C1=O)Nc1ccc(F)cc1 (stereo not drawn)
  A = 6; B = -3; C = 1; D = 25; E = 2; F = -19; G = -3; H = 18; I = 11; J = 6; K = -9

O=C(COC(=O)c1c(Cl)cccc1Cl)Nc1cc(Cl)ccc1Oc1ccccc1
  A = 6; B = 7; C = 24; D = -9; E = -3; F = -10; G = -8; H = 7; I = 2; J = -4; K = -5

CCN1CC(CN(C)Cc2nc(-c3ccc(Cl)cc3)no2)CC1=O (stereo not drawn)
  A = 16; B = 5; C = 2; D = -7; E = 1; F = 2; G = 2; H = -3; I = 9; J = 7; K = -26

COCc1c(C(=O)N(C)Cc2ccccc2N2CCCC2)oc2ccccc12
  A = 23; B = 14; C = 8; D = -13; E = 3; F = 5; G = -9; H = 1; I = 3; J = 7; K = -18

O=C(Cc1cccs1)Nc1cccnc1
  A = 1; B = 0; C = 4; D = -5; E = 6; F = -21; G = 13; H = 5; I = -12; J = 1; K = -6

Cn1ncc2c(N3CCN(c4ccccc4F)CC3)ncnc21
  A = 2; B = 2; C = 16; D = -4; E = -10; F = -3; G = 12; H = 6; I = -9; J = 17; K = 4

O=C(N[C@@H](Cc1ccccc1)C(=O)OCc1ccccc1)c1nc[nH]c1C(=O)NC1CCNCC1
  A = 0; B = -9; C = 1; D = -6; E = 7; F = 4; G = 0; H = -6; I = 7; J = -12; K = -22

CC(c1ccccc1)C1CC(=O)N(c2cc(Cl)ccn2)C1=O (stereo not drawn)
  A = 12; B = 7; C = -4; D = 4; E = -1; F = -8; G = -11; H = 5; I = 6; J = 7; K = -5

Record cards, from the list above. Order of screens: SRC3 inh | C8 TRAIL sens | SRC1 inh | TWEAK-Fn14 inh | NR2F2 inh | EBV LMP1 NFkB | KKLEB tox | CF NFkB inh | NR5A2 inv ag | TROY NFkB inh | SRC2 inh
Shown for Cc1ccc(-c2c(C(=O)NCc3ccccc3)oc(=O)c3ccccc23)cc1 → -16 | -1 | -4 | -1 | -5 | 3 | 0 | 19 | 7 | 11 | 12
Shown for CC(C)Nc1ncnc2c1ncn2[C@H]1CN(CCN2CCOCC2)C[C@@H](CO)O1 → 4 | -10 | -7 | -2 | 16 | / | -9 | 15 | 12 | 3 | -10

Outcome played no part in choosing rows; overall some 4.2% were active at least once.
